Screening data from PubChem.
DT40 TDP1 CPT = growth inhibition of DT40 Tdp1-/-;hTDP1 cells with camptothecin (screen for TDP1 inhibitors); Potency, µM (doses to about 46.2 µM), for the others: top-dose activity change, negative = growth inhibition, hits mostly inhibitors; AID 686979; 420,000 compounds, 12% hits; chicken DT40 Tdp1-/-;hTDP1 cells + 20 nM CPT, ATP luminescence, 48 h; also: nearly all actives have a fitted effect of over 55% in size
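Chicken DT40 Tdp1-/- cells stably complemented with human TDP1 were seeded at 400 cells/well in medium containing 20 nM camptothecin, exposed to pin-transferred compounds, and grown at 37 °C for at least 48 hr. Viability was read as ATP luminescence.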
DT40 TDP1 no CPT = qHTS for Inhibitors of human tyrosyl-DNA phosphodiesterase 1 (TDP1): qHTS in cells in absence of CPT. DT40 Tdp1-/- hTDP1 cells, no CPT, ATP luminescence, 48 h. Potency, µM (doses to about 46.2 µM), inactives show at the top dose activity change, negative = growth inhibition, most hits filed as inhibitors. 420,000 compounds, 15% hits; also: nearly all actives have a fitted effect of over 55% in size
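Stably hTDP1-transfected Tdp1-null chicken DT40 cells were treated with library compounds minus camptothecin and grown for at least 48 hr at 37 °C, after which cellular ATP was quantified by luminescence.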
TDP1 inh = blocks human tyrosyl-DNA phosphodiesterase 1. Q9NUW8. recombinant TDP1, AlphaScreen DNA substrate cleavage. Potency, µM (top dose mostly 130 µM), for the others: at the top dose activity change, negative = inhibition, most hits filed as inhibitors. 350,000 compounds, 0.28% hits. AID 485290; also: nearly all actives have a fitted effect of over 40% in size
Target sequence (Q9NUW8 whole entry, looked up): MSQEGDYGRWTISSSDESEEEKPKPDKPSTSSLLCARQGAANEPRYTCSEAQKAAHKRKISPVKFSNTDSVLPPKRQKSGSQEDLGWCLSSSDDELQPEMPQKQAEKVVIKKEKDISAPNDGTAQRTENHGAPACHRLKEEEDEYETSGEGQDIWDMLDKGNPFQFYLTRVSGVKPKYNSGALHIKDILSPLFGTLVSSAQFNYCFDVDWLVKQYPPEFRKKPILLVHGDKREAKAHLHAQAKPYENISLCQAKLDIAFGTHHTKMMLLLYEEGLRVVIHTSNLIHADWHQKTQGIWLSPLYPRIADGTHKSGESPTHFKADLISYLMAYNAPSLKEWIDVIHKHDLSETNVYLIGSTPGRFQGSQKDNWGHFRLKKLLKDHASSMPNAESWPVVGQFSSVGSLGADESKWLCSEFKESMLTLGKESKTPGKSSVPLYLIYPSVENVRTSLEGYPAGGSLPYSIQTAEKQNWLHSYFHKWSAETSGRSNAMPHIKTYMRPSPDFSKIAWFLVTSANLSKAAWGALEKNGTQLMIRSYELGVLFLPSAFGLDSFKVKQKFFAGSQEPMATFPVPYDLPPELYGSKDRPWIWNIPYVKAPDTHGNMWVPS
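Here, a 5' biotin and 3' phosphotyrosine-FITC DNA oligonucleotide reports Tdp1 activity: intact substrate bridges AlphaScreen beads, while cleavage leaves a 3' phosphate and drops signal. All incubations at room temperature.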
Starred values were filed as active, the others as inactive; u = inconclusive; x = not tested or not shown; & = joins results of further samples; ! = a repeat was not active; [ ] = another dose, or the depositor's remark. Calls follow the shape of the dose curve; as a rule, active = well fitted curve in the direction sought with a large enough effect; inconclusive = small, poorly fitted or top-dose-only effect, or another doubt; inactive = no such curve, though single readings can be large; an effect the other way counts as inactive or inconclusive. % is scaled to controls: 0 for no effect and ±100 for the full control effect; potency is read from the fitted curve at half-maximal effect.

SMILES	DT40 TDP1 CPT	DT40 TDP1 no CPT	TDP1 inh
Nn1c(SCC(=O)NC2CCS(=O)(=O)C2)nnc1-c1ccco1 (centres undefined)	30.3%[activator]	0.3%	-0.2%
O=C(CNC(=O)c1cccs1)NCC(=O)OCc1ccc(Cl)cc1	-0.5%	-14.1%	3.1%
COc1ccc(S(=O)(=O)N2CCC(C(=O)Oc3cccc(C)c3)CC2)cc1OC	-10.4%	10.4%	0.2%
COc1cc2sc(-c3ccccc3OC)c(-c3ccc(OCCN4CCOCC4)cc3)c2cc1OC	u	u	6.1%[56.1 µM]
CCN(CC)CCNC(=O)c1ccc(NC2=NC3CS(=O)(=O)CC3S2)cc1 (centres undefined)	5.7%	11.1%	-1.3%
CCOC(=O)CSc1nc(=O)n2ccc(C)cc2n1	-6.8%	-28.7%	-2.3%
Cc1ccc(C(=O)OCC(=O)NCC2COc3ccccc3O2)cc1 (centres undefined)	-12.7%	-12.0%	0.2%
Cc1cccc(NC(=O)c2ccc(-n3ccnc3)nc2)c1	1.2%	4.2%	8.4%
COc1ccc(N2CCN(C(=O)CN(C)S(=O)(=O)c3ccc4c(c3)c(=O)n(C)c(=O)n4C)CC2)cc1	-6.3%	-23.1%	0.0%
CC(=O)N(O)c1ccc(C=Cc2ccccc2)cc1	2.06µM*	0.411µM*	x
CCCCn1c(N)c(N(CC(C)C)C(=O)c2cc3ccccc3cc2OC)c(=O)[nH]c1=O	-2.8%	-10.5%	x
COC(=O)c1scc(-c2ccc(C)cc2)c1S(=O)(=O)Nc1cccc(C(F)(F)F)c1	u	-21.8%	-3.2%
CCOC(=O)c1sc(N)nc1C(F)(F)F	-1.0%	u	x
CO	5.3%	-3.0%	4.2%
O=c1c2cccnc2[nH]c(=S)n1CCCN1CCN(c2ccccc2F)CC1	u	u	6.9%
Cc1ccc(SC2=C(N(C)C)C(=O)c3ccccc3C2=O)cc1	4.61µM*	5.17µM*	x
COc1cccc(OCC(=O)NNC(=O)c2ccc3ccccc3c2O)c1	u	-26.7%	1.6%
Cc1cc(S(=O)(=O)NCC(c2ccc(N(C)C)cc2)N2CCOCC2)ccc1F (centres undefined)	-25.3%	-14.6%	3.8%
COc1ccccc1-c1c(C)nn2c(N3CCN(c4cccc(Cl)c4)CC3)cc(C)nc12	-1.1%	7.1%	3.8%
C=CCOc1ccc(CNC(C)(C)CO)cc1OCC	-0.7%	-6.7%	-5.3%
C/C(=N\NC(N)=O)c1c(F)cccc1F	15.3%	-7.7%	2.5%
C/C(=N\Nc1nc(C)cc(C)n1)c1ccc(N2CCOCC2)cc1	u	u	6.0%
O=C(NNC(=O)c1ccc(-c2ccc([N+](=O)[O-])cc2)o1)c1ccncc1	-25.1%	6.2%	-7.8%[56.1 µM]
CCc1ccc(-n2c(CCC(=O)O)ccc2-c2cccs2)cc1	-22.0%	-25.1%	x
O=C(CC1C[C@H](C(=O)N2CCCCC2)[C@@]2(CCc3ccccc3)c3[nH]c4ccccc4c3CCN2C1=O)NCCc1ccccn1 (some centres undefined)	23.1µM*	16.4µM*	x
Nc1nnc(SCC(=O)NC23CC4CC(CC(C4)C2)C3)s1	-8.6%	13.7%	4.2%
CN1CCN(C(=O)c2ccccc2NC(=O)CCN2C(=O)c3ccccc3C2=O)CC1	2.7%	2.3%	3.3%
O=S(=O)(NCC1CCCO1)c1cccc(S(=O)(=O)N2CCCC2)c1 (centres undefined)	-4.4%	-27.6%	6.2%
CCc1ccc(NC(=O)C2CCN(S(=O)(=O)c3ccc4c(c3)CC(C)N4C(C)=O)CC2)cc1 (centres undefined)	16.4µM*	10.3µM*	x
Cc1cccc(-c2noc(-c3cccnc3NCc3ccccc3Cl)n2)c1	-14.6%	-0.3%	-5.7%

14 structures from above, arranged by count of non-hydrogen atoms, smallest number first:
SMILES	DT40 TDP1 CPT	DT40 TDP1 no CPT	TDP1 inh
CO	5.3%	-3.0%	4.2%
CCOC(=O)c1sc(N)nc1C(F)(F)F	-1.0%	u	x
C=CCOc1ccc(CNC(C)(C)CO)cc1OCC	-0.7%	-6.7%	-5.3%
Nc1nnc(SCC(=O)NC23CC4CC(CC(C4)C2)C3)s1	-8.6%	13.7%	4.2%
Cc1ccc(SC2=C(N(C)C)C(=O)c3ccccc3C2=O)cc1	4.61µM*	5.17µM*	x
C/C(=N\Nc1nc(C)cc(C)n1)c1ccc(N2CCOCC2)cc1	u	u	6.0%
O=C(NNC(=O)c1ccc(-c2ccc([N+](=O)[O-])cc2)o1)c1ccncc1	-25.1%	6.2%	-7.8%[56.1 µM]
COc1cccc(OCC(=O)NNC(=O)c2ccc3ccccc3c2O)c1	u	-26.7%	1.6%
O=c1c2cccnc2[nH]c(=S)n1CCCN1CCN(c2ccccc2F)CC1	u	u	6.9%
Cc1cc(S(=O)(=O)NCC(c2ccc(N(C)C)cc2)N2CCOCC2)ccc1F (centres undefined)	-25.3%	-14.6%	3.8%
CN1CCN(C(=O)c2ccccc2NC(=O)CCN2C(=O)c3ccccc3C2=O)CC1	2.7%	2.3%	3.3%
COc1ccccc1-c1c(C)nn2c(N3CCN(c4cccc(Cl)c4)CC3)cc(C)nc12	-1.1%	7.1%	3.8%
CCc1ccc(NC(=O)C2CCN(S(=O)(=O)c3ccc4c(c3)CC(C)N4C(C)=O)CC2)cc1 (centres undefined)	16.4µM*	10.3µM*	x
O=C(CC1C[C@H](C(=O)N2CCCCC2)[C@@]2(CCc3ccccc3)c3[nH]c4ccccc4c3CCN2C1=O)NCCc1ccccn1 (some centres undefined)	23.1µM*	16.4µM*	x

Continued.
SMILES	DT40 TDP1 CPT	DT40 TDP1 no CPT	TDP1 inh
Cc1cc(F)ccc1-c1cc(C(=O)NCC2CCCCC2)[nH]n1	20.6µM*	u	x
CNS(=O)(=O)Cc1ccc2[nH]cc(CCN(C)C)c2c1	5.8µM*!	4.61µM*!	11.7%[56.1 µM]
COc1ccc(CCNC(=O)C(=O)N2CCCC2)cc1OC	4.4%	-3.3%	4.7%
O=C(N/N=C/c1cccc([N+](=O)[O-])c1)C1COc2ccccc2O1 (centres undefined)	23.8%	-16.3%	2.7%
CC(C)c1ccc(OCC(=O)N2CCN(c3ccccn3)CC2)c(Br)c1	-4.1%	-16.1%	2.1%[56.1 µM]
COc1ccc2oc3cc(NCCN(C)C)ccc3c(=O)c2c1	u	25.9µM*	x
CC(C)(C)NC(=O)N1CCn2cccc2C1c1ccccc1F (centres undefined)	5.7%	u	8.6%
COC(=O)[C@@]12CCCN1[C@H](c1ccc(-c3ccccc3)c(OC)c1)[C@H]1C(=O)N(C)C(=O)[C@H]12	u	-28.7%	3.9%
COc1ccc(NC(=S)N2CCC(NC(=O)c3ccc(F)cc3)CC2)cc1	-22.2%	-18.6%	7.4%
COc1ccc(-n2ncc3c(NCc4ccco4)ncnc32)cc1	-6.6%	-14.4%	4.7%
CCOc1ccc(C(=O)NC(=S)Nc2ccc(NC(=O)c3ccco3)c(C)c2)cc1[N+](=O)[O-]	-14.5%	-5.3%	2.6%
NC(=O)c1c(-c2ccc(Cl)cc2Cl)csc1NC(=O)Cc1ccccc1	8.2µM*	9.2µM*	2.7%
CCOc1ccc(-c2cccc(NC(=O)c3ccc(Br)o3)c2)nn1	-24.0%	u	-6.5%
CC(C)(C)NC(=S)N1CCC2CC1c1cc(-c3ccc4c(c3)OCO4)ccc12 (centres undefined)	u	u	x
COc1cc(CCCN2C(=S)NC[C@@H]2Cc2ccccc2)cc(OC)c1OC	25.9µM*	16.4µM*	2.6%
O=C(Nc1nnc(CCc2ccccc2)s1)c1cccc(F)c1	-2.9%	-15.4%	0.3%
CS(=O)(=O)Nc1ccccc1C(=O)NCc1ccco1	5.2%	0.7%	4.4%
Cc1c(C(=O)O)cnc2cc(-c3ccc(Cl)cc3)nn12	-0.6%	0.0%	8.7%
O=C(O)C1C2CCC(C2)C1C(=O)NCCc1cccc(Cl)c1 (centres undefined)	5.4%	0.5%	1.7%
CNc1cnc(-c2ccc(O)c(OC)c2)cn1	16.4µM*	u	x
CN1CCN(c2nc(-c3cccc([N+](=O)[O-])c3)nc3ccccc23)CC1	u	u	x
Cc1cc(C)n(S(=O)(=O)c2ccc(F)cc2)n1	13.1%	-0.1%	x
CCc1nc2ccc(C(=O)NCCc3ccc(SC)cc3)cc2nc1CC	u	u	4.4%
O=C(CCc1c[nH]c2ccccc12)N1CCC(n2c(C3CCCO3)nc3cc(C(F)(F)F)ccc32)CC1 (centres undefined)	9.7%[9.04 µM]	-12.9%	x
Cn1cccc1C(=O)N1CCC2(CC1)CCN(C(c1ccccc1)c1ccccc1)CC2	u	14.6µM*	x
CCCOc1ccc(F)cc1-c1cc(C(=O)Nc2cc(OC)c(OC)c(OC)c2)[nH]n1	8.2µM*	14.6µM*	x
Cc1ccc(/C=N/NC(=O)c2ccc(-n3cnnn3)cc2)cc1	-4.6%	-4.0%	-11.1%
CC1CCC(NC(=O)COc2ccccc2C(N)=O)CC1 (centres undefined)	u	-1.1%	1.0%
O=C(NCCOCc1ccc(Cl)cc1)c1ncn[nH]1	u	-12.1%	2.7%
COC(=O)c1ccc(-c2c(-c3ccccc3)ncc3cc(F)ccc23)cc1	13µM*	25.9µM*	-10.0%
COc1ccc(Cl)cc1NC(=O)C1CC(=O)N(c2ccc(F)cc2)C1 (centres undefined)	-17.6%	u	2.1%
CN(C)c1ccc(/C=C2\C=Cc3ccccc32)cc1Br	u	u	x
CCCS(=O)(=O)c1nc(S(=O)(=O)c2ccc(C)cc2)c(NCCCOC(C)C)s1	u	16.4µM*	0.0%
CCN(CCCN(C)C)c1ccc(/C=C/c2ccnc3ccccc23)cc1	u	15.8µM*	x
N#Cc1cc([N+](=O)[O-])ccc1N1CCCC1	-27.2%	u	2.5%
Cc1cc(C)c(Cn2c(=O)n(CCC(=O)NCCc3ccccc3)c(=O)c3ccccc32)c(C)c1	-21.7%	-16.3%	-2.5%
Cc1ccc2oc(-c3cccc(NC(=O)c4cccc5c(Cl)cccc45)c3)nc2c1	0.6%	4.9%	9.7%
CC1CCCC(C)N1C(=O)COc1ccc(-c2nnco2)cc1 (centres undefined)	2.2%	-19.5%	2.8%
CN(NC(=O)NN(C)C(=O)c1ccccc1)C(=O)c1ccccc1	u	u	x
O=C(CNC(=O)C1CCCCC1)OCn1nnc2ccccc2c1=O	-28.3%	-6.2%	0.0%
Cc1ccc(Cl)cc1NC(=O)c1cc2ccccc2cc1O	2.59µM*	2.91µM*	5.7%
COCCCn1c(SCC(=O)NC2CCCC2)nnc1-c1ccccc1	1.1%	-0.6%	-7.8%
O=C(NC(=S)N1CCCCCC1)C1CC1	-0.5%	9.2%	-3.4%
CC(C)(C)C(=O)Nc1cccc(-c2cn3cccnc3n2)c1	-2.3%	-6.5%	-4.4%
Cc1oc(-c2ccccc2F)nc1CSc1nnc(C)n2c1cc1occc12	-1.0%	-6.0%	-2.6%
CCC1CN(CCNC(=O)c2ccc3c(c2)OCO3)Cc2cc(OC)ccc2O1 (centres undefined)	-4.5%[9.04 µM]	u	x
O=C(/C=C/c1ccco1)N/C(=C\c1ccco1)C(=O)NCCc1nc2ccccc2[nH]1	-26.9%	u	9.3%
O=C1C2C(c3cccc(/C=C/c4ccccc4)c3)CC=CC2C(c2ccc(C(F)(F)F)cc2)N1Cc1ccccc1 (centres undefined)	14.6µM*	u	3.8%&-5.9%
COc1cccc(NC(=O)N2CCCC(C(=O)NC3CCCCC3C)C2)c1 (centres undefined)	-8.0%	-24.2%	1.5%
Cc1ccc(OCc2cc(C(=O)N(C)CCc3ccccn3)no2)cc1C	25.9µM*	u	6.8%
COc1ccc(CNC(=O)CCC2N=C3c4ccccc4N=C(SCc4cccc(F)c4)N3C2=O)cc1 (centres undefined)	u	u	1.5%
CN1c2cc(Cl)ccc2-c2nc(SCC(=O)Nc3ccc(F)cc3F)ncc2S1(=O)=O	23.1µM*	16.4µM*	-5.3%
Cc1cc(C)cc(NC(=O)Cn2cc(C(=O)c3ccccc3)c(=O)c3ccc(C)nc32)c1	3.1%	-0.7%	4.2%
